# Compound activity: PubChem, National Center for Advancing Translational Sciences (NCATS)
# Sm TGR inh: inhibitors of Schistosoma mansoni thioredoxin glutathione reductase; Potency, µM (top dose mostly 114 µM), for the others: at the highest dose activity change, negative = inhibition, actives largely listed as inhibitors; actives 3% (n = 360,000); purified TGR, DTNB reduction, TNB absorbance 405 nm; also: nearly all actives have a fitted effect of over 60% in size
#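 First, TGR (20 nM dispensed) and NADPH were mixed with compound. Second, a 15 min room-temperature incubation followed. Third, further NADPH and then DTNB were added to start the reaction. Finally, TNB absorbance was monitored kinetically.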
# Pf growth 48h: inhibits P. falciparum growth in the first generation, 48 h; P. falciparum luciferase growth in erythrocytes, 48 h; Potency, µM (highest dose often 28.7 µM), without a hit: at the highest dose activity change, negative = inhibition, usual class: inhibitors; actives 5.9% (n = 310,000)
#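 Cell-based growth assay: transgenic P. falciparum expressing firefly luciferase, cultured in red cells within RPMI 1640 containing 0.5% w/v Albumax, 24 mM bicarbonate and gentamycin. A drop in luciferase activity indicates inhibition.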
# Tb PYK inh: blocks Trypanosoma brucei pyruvate kinase; Q57TT1; Potency, µM (highest dose often 76.8 µM), for inactives: at the top dose activity, negative = inhibition, hits mostly inhibitors; AID 624173; TbPYK enzyme, Kinase-Glo Plus ATP luminescence, 45 min; actives 0.12% (n = 410,000); also: nearly all actives have a fitted effect of over 50% in size
#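 Glycolytic pyruvate kinase of T. brucei was incubated with substrate, test compound and 130 uM ADP for 45 minutes at room temperature. Luminescent Kinase-Glo Plus signal was measured after 10 minutes.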
# LmPK inhibitor: inhibitors of Leishmania mexicana pyruvate kinase; Q27686; purified LmPK, Kinase-Glo ATP luminescence, 1 h; Potency, µM (doses to about 57.5 µM), inactives show at the top dose activity change, negative = inhibition, usual class: inhibitors; actives 0.37% (n = 290,000); AID 1721
# Target sequence (Q27686 whole entry, looked up): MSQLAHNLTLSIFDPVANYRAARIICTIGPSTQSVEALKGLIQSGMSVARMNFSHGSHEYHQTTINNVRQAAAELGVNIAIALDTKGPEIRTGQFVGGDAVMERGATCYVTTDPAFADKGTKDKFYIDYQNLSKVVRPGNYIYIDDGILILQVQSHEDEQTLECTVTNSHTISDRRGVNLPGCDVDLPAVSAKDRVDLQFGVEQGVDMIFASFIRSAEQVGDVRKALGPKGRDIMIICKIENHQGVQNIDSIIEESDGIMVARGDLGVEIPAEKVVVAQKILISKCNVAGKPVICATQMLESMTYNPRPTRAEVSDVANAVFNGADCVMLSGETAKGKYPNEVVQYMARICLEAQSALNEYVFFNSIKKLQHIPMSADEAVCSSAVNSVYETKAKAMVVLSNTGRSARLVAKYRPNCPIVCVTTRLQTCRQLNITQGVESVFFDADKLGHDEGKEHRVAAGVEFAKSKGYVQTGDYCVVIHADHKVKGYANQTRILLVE
#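 ATP generated from ADP (0.1 mM) and PEP (0.5 mM) by 0.1 nM LmPK over 1 h at room temperature (pH 7.2 imidazole buffer) was detected by coupled luciferase luminescence. Values were normalized to uninhibited and no-enzyme wells.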
# Pf growth 96h: P. falciparum growth inhibition at 96 hour, primary screen for plastid delayed-death inhibitors; P. falciparum luciferase reporter growth, 96 h; Potency, µM (highest dose often 28.7 µM), inactives show at the top dose activity change, negative = inhibition, actives largely listed as inhibitors; actives 6.9% (n = 320,000)
#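 96 h incubation, 37 C, 5% CO2, of luciferase-reporter P. falciparum-infected RBCs (2% hematocrit, 0.05% parasitemia final) with test compounds; endpoint luminescence.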
# HCV inhibitor: inhibitors of hepatitis C virus infection. Huh7.5.1 HCVcc-Cre infection, luciferase reporter, 44 h. Potency, µM (series often up to 41.8 µM), for the others: top-dose activity change, negative = inhibition, actives largely listed as inhibitors. actives 3.4% (n = 340,000)
#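 HCVcc-Cre virus at an moi near 0.5 was added right after compound to cells cultured 4 h from seeding (1,000 cells/well). Luciferase activity was determined 44 h later, 15 min after substrate addition at RT.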
# Active calls of the source: *; u = inconclusive; x = not tested or not shown; & = joins results of further samples; ! = a repeat was not active; [ ] = dose if it differs, or a comment. Calls follow the shape of the dose curve; as a rule, active = well fitted curve in the direction sought with a large enough effect; inconclusive = small, poorly fitted or top-dose-only effect, or another doubt; inactive = no such curve, though single readings can be large; an effect the other way counts as inactive or inconclusive. % is scaled to controls: 0 for no effect and ±100 for the full control effect; potency is read from the fitted curve at half-maximal effect.
SMILES,Sm TGR inh,Pf growth 48h,Tb PYK inh,LmPK inhibitor,Pf growth 96h,HCV inhibitor
COc1ccc(CC(=O)Nc2cccc(S(=O)(=O)N3CCOCC3)c2)cc1OC,-1%,-23%,-14%,x,u,3.5µM*
COc1ccc(NC(=O)c2cccc(Oc3ccccc3)c2)cn1,-1%,-8%,1%,10%,-12%,u
O=C(NCc1ccccc1)c1nc(S(=O)(=O)Cc2ccccc2)ncc1Cl,8.9µM*,15%,-6%&1%,-4%,u,-25%
CC(C)c1ccc(S(=O)(=O)c2nnn3c2nc(N2CCCCC2)c2ccccc23)cc1,-3%,u,-1%,0%,u,-4%
C=CCNC(=S)Nc1ccc(OC(=O)Nc2ccc(Cl)c(Cl)c2)cc1,35µM*,u,0%,6%,u,-1%
COC(=O)c1ccc(NC(=O)c2ccc3nccnc3c2)cc1,1%,9%,-2%,-4%,12%,u
CCOc1ncccc1C(=O)OCC(=O)Nc1ccc(-c2nc3ccc(C)cc3s2)cc1,2%,227%[activator],-5%,-3%,57%[activator],-25%
Cc1[nH]nc2c1C(c1cccnc1)N(c1ccc(Br)cc1)C2=O (centres undefined),2%,-3%,0%,1%,u,18%&11%
Cc1ccc(C2CC(c3ccco3)n3nc(N)nc3N2)cc1 (centres undefined),-18%,x,-1%,-3%,14%,6%
CC(C)CCNC(=O)CCn1c(=S)oc2ccccc21,5%,1%,2%,1%,u,19%
O=c1cccc(-c2ccccc2)[nH]1,-5%,-4%,-1%,3%,u,7%
O=C1CC(c2ccc(F)cc2)Cc2nc(N3CCN(c4ccccc4)CC3)ncc21 (centres undefined),-10%,2%,-7%,-2%,x,-3%
CCC1=C(OC(=O)N(CC)CC)N2C(=O)OC(=NCCOC)[C@]2(Cc2ccccc2)[C@H]2C1=CC[C@H]1C(=O)N(C)C(=O)[C@H]12,-12%,10µM*,-1%,3%,u,11%
COc1ccccc1N1CCN(C(=O)C(C)NC(=O)c2cccc([N+](=O)[O-])c2)CC1 (centres undefined),-1%,-17%,5%,5%,-5%,-26%
COc1cccc(CN2CC(C(=O)NCCN3CCOCC3)CCC2=O)c1 (centres undefined),0%,4%,-5%,-7%,15µM*,12%
O=C(O)COc1ccc(-c2nccc(-c3cccs3)n2)cc1,-22%,u,x,-17%,u,x
CCOC(=O)N1CCN(C(=O)c2ccc(-n3c(C)ccc3C)cc2)CC1,3%,u,-8%,-1%,10µM*,-5%
COc1ccccc1N(CC(=O)NC1CCCCC1)C(=O)Cn1nnc(-c2ccc(C)o2)n1,-1%,u,3%,3%,19%,u
CN(C1CCCCC1)S(=O)(=O)Cc1ccccc1,0%,12%,-13%,2%,x,9%
COC(=O)c1cccc(C23CC4(C2)[C@H](CN(C)[C@@H]4c2ccccc2)C3c2ccccc2)c1 (some centres undefined),u,12µM*,-2%,-2%,u,12%
O=C(Cn1nc(-c2ccco2)ccc1=O)Nc1cc(Cl)ccc1Cl,5.6µM*,u,-13%,-6%,1%,u
CC(C)(C)c1ccc(NC(=O)c2ccc(=O)[nH]n2)cc1,6%,161%[activator],-10%,1%,422%[activator],u
COc1cccc(/C=C2\SC(=O)N(CCC(=O)N3CCC(C(=O)O)CC3)C2=O)c1,3%,1%,1%,-12%,u,14%
COc1cc2c(cc1OC)CN(C(=O)CSc1nc(C)cc(C)c1C#N)CC2,-10%,u,-10%,0%,6.6µM*,u
c1cnn(-c2nc(N3CCOCC3)nc(N3CCOCC3)n2)c1,1%,-14%,x,0%,-29%,-17%
COc1ccc(C(=O)/C=C/Nc2cc(C)on2)c(OC)c1,-13%,50%[activator],-4%,-5%,57%[activator],u
COc1ccc2oc(=O)c(C(=O)NCc3cccnc3)cc2c1,-10%,-15%,12%,1%,0%,17%
CC(C)COC(=O)C1[C@H]2C(=O)N(Cc3cccs3)C[C@]23C=C[C@H]1O3 (some centres undefined),-1%,4%,-7%,7%,-3%[5.75 µM],15%
CC1CC(C)CN(CCCNC(=O)Cc2c(C(=O)O)n(C)c3ccccc23)C1 (centres undefined),-3%,2%,-3%,-3%,x,u
CCOc1ccccc1C(=O)OCC(=O)Nc1ccc(OC(F)F)cc1,-20%,34%[activator],-1%,2%,x,u
CCOC(=O)C1=C(C)NC(=S)NC1c1ccc(OCC(=O)N2CCCCCC2)cc1 (centres undefined),-10%,u,3%,4%,u,-17%
CC(=O)Nc1ccc(N(C(=O)CNC(=O)c2ccco2)C(C(=O)NC2CCCC2)c2ccco2)cc1 (centres undefined),-7%,12%,7%,-5%,9%,12%
CC(=O)Nc1ccc(S(=O)(=O)Nc2nc3ccccc3nc2-n2ccc(=NC(=O)c3ccc(F)cc3)cc2)cc1,-7%,-13%,3%,1%,-1%,33%[activator]
FC(F)(F)c1cc(-c2ccccc2)nc(NCc2cccnc2)n1,-11%,3.7µM*,-3%,-2%,u,u
Cc1cc(=O)oc2cc(OCC(=O)NC3CCCCC3)ccc12,-10%,39%[activator],-3%,-7%,73%,-12%
CC(C)NC(=O)c1ccc(N(Cc2ccc(Cl)cc2)S(C)(=O)=O)cc1,-26%,-1%,-4%,0%,10µM*,-3%
O=C(CN1C(=O)c2ccccc2C1=O)N1CCN(c2ccccc2)CC1,-7%,5%,-2%,-2%,26%,0%
CC(=O)Nc1ccc(S(=O)(=O)N2CCN(CC(=O)NC3CCCC3)CC2)cc1,-10%,10%,13%,1%,-3%,15%
CSCC[C@H](NC(=O)OC(C)(C)C)C(=O)N/N=C/c1c(C)[nH]c(=O)[nH]c1=O,10%,1%,-2%,4%,1%,0%
COc1ccc(/C(C)=N/NC(=O)C2C3CCCCC32)c(OC)c1 (centres undefined),-7%,-11%,-1%,3%,0%,-30%

# Brought forward from above: 7 compounds; new compounds follow.
SMILES,Sm TGR inh,Pf growth 48h,Tb PYK inh,LmPK inhibitor,Pf growth 96h,HCV inhibitor
FC(F)(F)c1cc(-c2ccccc2)nc(NCc2cccnc2)n1,-11%,3.7µM*,-3%,-2%,u,u
Cc1cc(=O)oc2cc(OCC(=O)NC3CCCCC3)ccc12,-10%,39%[activator],-3%,-7%,73%,-12%
CC(C)NC(=O)c1ccc(N(Cc2ccc(Cl)cc2)S(C)(=O)=O)cc1,-26%,-1%,-4%,0%,10µM*,-3%
O=C(CN1C(=O)c2ccccc2C1=O)N1CCN(c2ccccc2)CC1,-7%,5%,-2%,-2%,26%,0%
CC(=O)Nc1ccc(S(=O)(=O)N2CCN(CC(=O)NC3CCCC3)CC2)cc1,-10%,10%,13%,1%,-3%,15%
CSCC[C@H](NC(=O)OC(C)(C)C)C(=O)N/N=C/c1c(C)[nH]c(=O)[nH]c1=O,10%,1%,-2%,4%,1%,0%
COc1ccc(/C(C)=N/NC(=O)C2C3CCCCC32)c(OC)c1 (centres undefined),-7%,-11%,-1%,3%,0%,-30%
Cc1[nH]c(C)c(S(=O)(=O)N(Cc2ccccc2)C(C)C)c1C(=O)N1CCCC1,-1%,-11%,-10%,-1%,u,18%
COc1ccc(C(=O)COC(=O)c2ccc([N+](=O)[O-])s2)cc1OC,2%,-18%,1%,x,u,-21%
O=C(Nc1cccnc1)Nc1cccc([N+](=O)[O-])c1,-22%,0%,-2%,-1%,0%,-6%
Cc1cn(-c2cc(NC(=O)c3ccc(C)c(NC(=O)c4cccc(-c5cn[nH]c(=O)c5)c4)c3)cc(C(F)(F)F)c2)cn1,-13%,u,-3%,-1%,u,u
COc1cccc(CN2CCN(Cc3ccc(O)c(OC)c3)CC2CCO)c1 (centres undefined),35µM*,5%,-5%,1%,10%,-28%
O=S(=O)(c1ccc(Br)c2ccccc12)N1CCOCC1,-21%,-3%,4%,9%,-21%,11%
CCOC(=O)c1cc(NC(=O)c2ccc(Cl)cc2)c(=O)oc1-c1ccccc1,1%,2%,25%,0%,0%,-4%
Cc1ccc2c(Cl)cc(Cl)c(OCC(=O)NC3CCS(=O)(=O)C3)c2n1 (centres undefined),-22%,-26%,4%,13%,0%,u
Brc1ccc(-c2nnc(-c3ccccc3)c(N3CCSCC3)n2)cc1,11%,32%[activator],-13%,1%,40%[activator],u
C=CCN1CCc2nc(N)sc2CC1,-11%,-13%&-13%,0%&0%,0%,6.7µM*!,-18%[8.37 µM]
COc1cccc(C(C(=O)NCc2ccco2)N(Cc2ccco2)C(=O)Cn2nnc3ccccc32)c1 (centres undefined),1%,0%,-1%,-5%,-5%,-15%
CCOc1ccc(C(=O)Nc2c3c(nn2-c2ccccc2)CS(=O)(=O)C3)cc1,-25%,u,1%,1%,-17%,x
CC(C)(C)OC(=O)NCc1ccc(CNC(=O)c2[nH]cnc2C(=O)NC2CCN(C(=O)OC(C)(C)C)CC2)cc1,0%,5.9µM*,-6%,x,u,u
Cc1cccnc1NC(=O)c1ccc(OCc2c(C)noc2C)cc1,-11%,41%[activator],1%,-4%,58%[activator],9%
c1ccc(CSc2nnc3ccc(-c4cccs4)nn23)nc1,-3%,63%[activator],0%,3%,34%[activator],23%
CCCOc1ccc2oc(=O)c3c(c2c1)CCCN3C(=O)CN1CCCC(C(=O)OCC)C1 (centres undefined),0%,u,-3%,-5%,13%,-30%
COc1ccccc1-c1cc(C(=O)NCc2ccccc2)no1,12%,5%,-1%,-1%,75%[activator],-19%
Cc1cc(C)nc(NNC2=CC(=O)CC(C)(C)C2)n1,u,11%,2%,-1%,4%,-9%
COC(=O)c1ccc(N=CC2=C(O)CC(c3ccccc3)CC2=O)cc1 (centres undefined),-16%,11%,-1%,0%,32%[activator],14%
CCCCC(=O)c1ccc(O)cc1,-17%,32%[activator],3%,-3%,x,-5%
CN(C)CCCN(C(=O)c1ccc(S(=O)(=O)N(C)Cc2ccccc2)cc1)c1nc2cc3c(cc2s1)OCO3,-12%,u,1%,1%,u,u
COc1ccccc1NC(=S)N(CCc1c(C)[nH]c2ccccc12)Cc1cccs1,-15%,u,-2%,4%,u,u
COc1ccccc1N1CCN(C(=O)CN(Cc2ccc(Cl)cc2)S(C)(=O)=O)CC1,-1%,6%,-15%,-6%,x,-11%
O=C(COc1ccccc1N1C(=O)c2ccccc2C1=O)c1ccc(Cl)cc1,2%,u,2%,2%,-18%,-11%
O=C(CCc1ccccc1)NC(=S)Nc1ccc2c(c1)C(=O)OC2,6%,-21%,-2%,2%,u,7%
Cn1c(=O)c2sccc2n2c(CCCC(=O)N3CCCCC3)nnc12,10%,18%,1%,-3%,u,-4%
Cn1nnnc1P(=O)(c1ccccc1)c1ccccc1,14%,-13%,-3%,-1%,10µM*,6%
OC(CSc1c(Cl)cccc1Cl)CN1CCN(c2ccc(F)cc2)CC1 (centres undefined),-9%,u,-8%,1%,u,u
CCOC(=O)c1c(C)nn(-c2ccc(NC(=O)c3c(C)noc3C)cc2)c1C,15%,-6%,0%,-3%,-6%,-10%
O=C(CN1C2CCCC1CC(NC(=O)c1ccccc1)C2)Nc1ccccc1C(F)(F)F (centres undefined),8%,u,6%,-3%,-2%,u

# In the list so far, 3 have an aryl thioether with sulfur outside any ring.
SMILES,Sm TGR inh,Pf growth 48h,Tb PYK inh,LmPK inhibitor,Pf growth 96h,HCV inhibitor
COc1cc2c(cc1OC)CN(C(=O)CSc1nc(C)cc(C)c1C#N)CC2,-10%,u,-10%,0%,6.6µM*,u
c1ccc(CSc2nnc3ccc(-c4cccs4)nn23)nc1,-3%,63%[activator],0%,3%,34%[activator],23%
OC(CSc1c(Cl)cccc1Cl)CN1CCN(c2ccc(F)cc2)CC1 (centres undefined),-9%,u,-8%,1%,u,u
